FBW7 activator: activators of human E3 ligase FBW7. Q969H0. AlphaScreen FBW7–phospho-cyclin E peptide binding, activator screen. normalized activity (activation), % at 26.1 µM. 650,000 compounds, 0.13% hits; in the data active = normalized activity above about 1.9%;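 note: purified mutant Fbw7 with reduced substrate affinity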
Target sequence (Q969H0 whole entry, looked up): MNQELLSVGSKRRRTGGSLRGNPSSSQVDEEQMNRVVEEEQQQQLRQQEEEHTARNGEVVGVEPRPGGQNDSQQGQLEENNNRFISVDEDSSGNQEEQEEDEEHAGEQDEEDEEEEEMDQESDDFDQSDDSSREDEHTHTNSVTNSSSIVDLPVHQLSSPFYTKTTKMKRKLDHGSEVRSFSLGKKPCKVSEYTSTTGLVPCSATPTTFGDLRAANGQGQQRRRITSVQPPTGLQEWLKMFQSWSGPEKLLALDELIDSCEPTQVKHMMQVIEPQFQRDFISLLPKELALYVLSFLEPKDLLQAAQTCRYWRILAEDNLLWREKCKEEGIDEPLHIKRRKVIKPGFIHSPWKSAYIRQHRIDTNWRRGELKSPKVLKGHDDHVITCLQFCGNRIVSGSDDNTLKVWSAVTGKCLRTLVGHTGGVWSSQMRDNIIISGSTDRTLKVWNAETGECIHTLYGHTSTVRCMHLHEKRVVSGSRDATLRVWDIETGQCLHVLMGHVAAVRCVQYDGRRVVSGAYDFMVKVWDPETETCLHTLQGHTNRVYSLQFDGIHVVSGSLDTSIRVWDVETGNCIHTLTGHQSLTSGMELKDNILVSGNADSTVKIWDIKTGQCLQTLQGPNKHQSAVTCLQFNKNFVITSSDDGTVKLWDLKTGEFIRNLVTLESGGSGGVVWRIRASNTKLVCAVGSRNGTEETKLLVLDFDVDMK
MITF primary: human MITF inhibition, primary screen; O75030; AlphaScreen MITF homodimerization, bead proximity signal; inhibition, % at 2.6 µM; 650,000 compounds, 0.91% hits; AID 1259374; in the data active = inhibition above about 50%;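 note: 0% = vehicle wells with protein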
TEAD-YAP block: TEAD-YAP interaction inhibition. HEK-TIYL cells, TEAD-Gal4/YAP UAS-luciferase luminescence. AID 1259422. inhibition, % at 9.12 µM. 640,000 compounds, 1.4% hits; in the data active = inhibition above about 32%;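 note: 0% = median of test compound wells and 100% = reference inhibitor wells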
GPR151 ag: activates the human receptor GPR151; Q8TDV0; PathHunter beta-arrestin GPR151 cells, luminescence; activation, % at 11.2 µM; 650,000 compounds, 1% hits; in the data active = activation above about 4.9%;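 note: 0% = median of compound wells and 100% = cells with positive control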
Target sequence (Q8TDV0 whole entry, looked up): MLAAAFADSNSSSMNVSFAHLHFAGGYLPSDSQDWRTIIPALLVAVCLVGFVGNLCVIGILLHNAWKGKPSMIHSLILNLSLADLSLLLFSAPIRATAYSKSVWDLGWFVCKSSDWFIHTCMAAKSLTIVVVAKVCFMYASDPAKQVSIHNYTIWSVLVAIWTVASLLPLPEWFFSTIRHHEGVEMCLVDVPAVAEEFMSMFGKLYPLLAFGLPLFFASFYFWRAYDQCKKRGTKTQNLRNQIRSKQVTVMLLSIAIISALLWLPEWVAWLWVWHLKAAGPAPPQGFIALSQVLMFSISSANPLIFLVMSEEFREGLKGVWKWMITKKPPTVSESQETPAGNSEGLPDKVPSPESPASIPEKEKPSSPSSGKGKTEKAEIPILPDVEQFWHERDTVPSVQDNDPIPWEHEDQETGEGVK
Numbers without * were called inactive. An unsorted share of the library; 3.4% or so of the library scored in one or more.

SMILES	FBW7 activator	MITF primary	TEAD-YAP block	GPR151 ag
O=C(c1ccccc1)N1CCN(C(=O)c2cccnc2)CC1	0.2	7.7	14.0	1.4
CN1[C@@H](C(=O)Nc2cccnc2)C[C@@H](c2ccc(F)cc2)NS1(=O)=O	-0.1	12.5	-4.9	0.2
CC(=O)Nc1cc(C(F)(F)F)ccc1N1CCOCC1	0.1	-14.9	-7.7	0.3
FC(F)(F)c1ccc(-c2nc(-c3ccccn3)ncc2-c2ccncn2)cn1	-0.2	-3.4	4.9	-0.3
COc1ccc(-n2nc3c(c2NC(=O)Cc2ccccc2)CS(=O)C3)cc1 (centres undefined)	0.0	0.6	-4.7	0.6
O=C(CSc1nnc(NC(=O)Cc2ccccc2)s1)Nc1ccccc1	-0.1	-8.7	-10.8	-0.6
O=[N+]([O-])c1cc(C(F)(F)F)cc([N+](=O)[O-])c1NCC(O)c1ccccc1 (centres undefined)	-0.2	0.9	-0.9	-0.2
COc1ccc(CC(=O)N2CCCc3ccccc32)cc1OC	0.1	13.1	4.5	0.2
Cc1cc(C)n(S(=O)(=O)c2ccc([N+](=O)[O-])cc2)n1	-0.1	19.3	6.0	-0.7
CCN1C(=O)c2ccccc2Sc2ccc(NC(=O)NC3CCCC3)cc21	0.1	7.4	-5.4	4.1
O=C(Nc1ccc(S(=O)(=O)N2CCCCC2)cc1)c1sc2ccccc2c1Cl	0.7	9.2	4.6	1.4
COc1ccc(CCNC(=O)c2cccc(Nc3ccccn3)n2)cc1	0.1	11.9	6.0	0.9

7 compounds picked at random from the list so far:
SMILES	FBW7 activator	MITF primary	TEAD-YAP block	GPR151 ag
COc1ccc(-n2nc3c(c2NC(=O)Cc2ccccc2)CS(=O)C3)cc1 (centres undefined)	0.0	0.6	-4.7	0.6
O=C(CSc1nnc(NC(=O)Cc2ccccc2)s1)Nc1ccccc1	-0.1	-8.7	-10.8	-0.6
O=C(c1ccccc1)N1CCN(C(=O)c2cccnc2)CC1	0.2	7.7	14.0	1.4
CC(=O)Nc1cc(C(F)(F)F)ccc1N1CCOCC1	0.1	-14.9	-7.7	0.3
FC(F)(F)c1ccc(-c2nc(-c3ccccn3)ncc2-c2ccncn2)cn1	-0.2	-3.4	4.9	-0.3
COc1ccc(CCNC(=O)c2cccc(Nc3ccccn3)n2)cc1	0.1	11.9	6.0	0.9
O=[N+]([O-])c1cc(C(F)(F)F)cc([N+](=O)[O-])c1NCC(O)c1ccccc1 (centres undefined)	-0.2	0.9	-0.9	-0.2

Further records:
SMILES	FBW7 activator	MITF primary	TEAD-YAP block	GPR151 ag
O=C1OC(c2ccc(-c3ccccc3)cc2)=N/C1=C\c1ccccn1	-0.2	-4.0	0.5	-0.7
CC(NC(=O)CN1C(=O)C(c2ccccc2)Oc2cccnc21)c1ccccc1 (centres undefined)	-0.3	-0.5	14.0	-0.2
Nc1nc(NCCO)cc(NCCN2CCOCC2)n1	-0.2	-12.5	-4.2	-1.3
Cc1nc(-c2ccccc2)sc1CCNS(=O)(=O)c1ccc2c(c1)OCCO2	0.0	2.4	-8.3	-1.8
COc1ccccc1NC(=O)N1CCCC1C(=O)Nc1cccc(F)c1 (centres undefined)	-0.1	-6.9	-2.0	0.4
N#Cc1cc(C(=O)c2cc(Cl)ccc2O)cn(-c2ccccn2)c1=O	0.0	10.4	-6.0	0.1
O=C(CN1C(=O)COc2ccc(Cl)cc21)Nc1cccc(F)c1	-0.1	-7.8	1.4	0.0
CCCCCC(=O)N1c2ccccc2NC2=C(C(=O)CC(C)(C)C2)C1c1cccc(OC)c1OC (centres undefined)	0.1	23.2	16.2	0.2
CC1=C(C(=O)Nc2ccc(C)cc2C)C(c2ccc(C(C)C)cc2)n2nnnc2N1 (centres undefined)	0.1	5.3	3.5	0.5
C=CCn1c(SCC(=O)Nc2ccc([N+](=O)[O-])cc2C)nnc1-c1ccccc1O	-0.1	0.6	5.5	-0.3
Cc1ccc(NC(=O)Cn2ncc3c2-c2ccccc2OC3)cc1F	0.6	21.2	8.0	-0.2
CCOc1ccccc1C(=O)NC(C(=O)NCCc1ccccn1)C(C)C (centres undefined)	0.0	7.9	-4.8	0.2
CCC(=O)Nc1ccc(C2=Nn3c(nnc3-c3cccc(F)c3)SC2)cc1	0.1	2.0	2.8	-1.3
CCc1ccc(N2C(=O)CN(Cc3sccc3C)C2=S)cc1	0.1	2.6	-13.3	-0.3
COc1ccc(S(=O)(=O)NCC2COC3(CCCC3)O2)cc1F (centres undefined)	-0.1	-11.4	-5.2	-0.9
O=C(Nc1cccc(Cl)c1)Nc1ccc(Cl)cn1	0.4	-0.1	6.3	-1.1
CC(=O)N1N=C(c2ccccc2)CC1c1ccc(Cl)cc1 (centres undefined)	-0.1	1.1	0.1	-0.3
COc1cccc(CN2CCC3(CCC(CNC(=O)c4ccco4)O3)CC2)c1OC (centres undefined)	1.0	16.1	-0.7	1.4
COc1ccc(/C=C2\N=C(c3ccc(Cl)cc3)N(c3ccccc3Cl)C2=O)cc1OC	0.0	-8.9	1.5	-0.7
O=C(Nc1nc(-c2ccccn2)cs1)c1ccc([N+](=O)[O-])s1	-0.1	3.0	-10.1	-0.1
Cc1c(CN2CCc3c(nc(N4CCCC4)[nH]c3=O)C2)[nH]c2ccccc12	-0.1	8.7	2.7	-1.3
Cc1c(C(=O)C(=O)NC(C)C)c2ccccc2n1C	0.2	6.5	-1.8	6.3*
Cc1cc(C(F)(F)F)c2nc(OCC(=O)C(C)(C)C)oc2n1	0.0	0.8	-7.9	-0.8
CCCn1ncc(CN2CCC(n3nccc3NC(=O)C(C)(C)C)CC2)c1C	0.0	9.9	7.1	1.0
CC(C)(C)NC(=O)C(c1cccnc1)N(C(=O)c1csnn1)c1ccccc1 (centres undefined)	0.0	-7.7	7.9	-1.3
CCOc1ccc(NC(=O)C2C3C=CC4(O3)C2C(=O)N(Cc2ccc(C)cc2)C4C(=O)NC2CCCCC2C)cc1 (centres undefined)	-0.1	2.5	13.5	-0.1
CNC(=O)COC(=O)c1cc(S(=O)(=O)NCC(C)C)c(Cl)cc1Cl	0.0	-3.1	-5.6	1.0
COc1ccc(CNC(=O)/C(C#N)=C/c2cccc(OC)c2OC)cc1	-0.4	0.4	-5.7	0.0
CC(C)CCN1C(=O)c2ccc(C(=O)Nc3ccc([N+](=O)[O-])cc3O)cc2C1=O	0.3	-4.2	-3.8	-0.2
CN(C)c1ccc(C(c2cc(C(C)(C)C)c(O)c(C(C)(C)C)c2)N2CCCCC2)cc1 (centres undefined)	0.0	3.2	6.2	0.3
N/C(Cc1ccc(Cl)c(Cl)c1)=N\OC(=O)c1ccc(F)cc1	0.0	1.8	-8.6	0.2
CCC(Sc1nnc(NC(C)=O)s1)C(=O)Nc1ccc(C(C)=O)cc1 (centres undefined)	0.8	4.0	-51.3	-0.3
CCC/C(=N/NC(C)=O)c1ccccc1	0.0	1.0	11.4	0.6
Cc1ccc2c(c1)C(O)(CC(=O)c1ccc(N)cc1)C(=O)N2 (centres undefined)	0.0	-4.3	-22.8	0.0
CCN(CC)c1ccc(NC(=O)c2sc3ccccc3c2Cl)cc1	0.8	17.7	-11.3	0.7
CC(=O)C(=Nc1ccc(C)cc1C)NNc1cc(C(N)=O)c(Cl)cc1Cl	-0.1	-3.0	1.4	-1.1
O=C(Nc1ccccc1NC(=O)c1ccccn1)Nc1c(F)cccc1F	-1.1	16.7	-25.3	1.0
Cc1ccc2ncnc(NC3CCCCC3)c2c1	0.4	31.6	36.7*	-1.3
c1ccc(C(c2ccccc2)N2CCN(Cc3nc(-c4ccccn4)no3)CC2)cc1	-0.1	6.7	4.8	2.9
CC(=O)C(/C=N/NC(=O)c1ccccn1)=C(\C)O	-1.7	58.8*	8.4	3.4
CC(=O)c1cccc(NC(=O)c2ccc(N3CC4CC(C3)c3cccc(=O)n3C4)c(NC(=O)c3ccccc3Cl)c2)c1 (centres undefined)	0.2	11.0	0.6	1.9
CCOCCCNC(=O)/C(C#N)=C/c1ccc(SC)cc1	0.0	11.5	5.4	1.2
Cc1ccc(/C=C/C(=O)Nc2cccc([N+](=O)[O-])c2)o1	0.0	-4.8	-40.6	-0.4
CCOC(=O)c1ccc2c(c1)n(CCOc1ccccc1)c(C)[n+]2CC	0.0	4.0	5.3	-0.2
Cc1nc(N(C)c2ccc(C(C)C)cc2)c2c(C)c(C(=O)N3CCCCCC3)sc2n1	-0.4	-8.0	11.4	0.4
COc1ccc(C2C(C#N)=C(N)Oc3cc(C)oc(=O)c32)cc1OCc1ccccc1 (centres undefined)	0.2	18.9	-16.9	-1.0
CSCCC(NS(=O)(=O)c1ccccc1)C(=O)OCc1ccccc1F (centres undefined)	0.0	8.2	12.7	-0.6
Cc1onc(-c2ccccc2Cl)c1C(=O)Nc1ccc(OC(F)(F)F)cc1	0.2	11.0	7.0	-0.7

Molecules from the list above that have a furan ring, fused or not:
SMILES	FBW7 activator	MITF primary	TEAD-YAP block	GPR151 ag
COc1cccc(CN2CCC3(CCC(CNC(=O)c4ccco4)O3)CC2)c1OC (centres undefined)	1.0	16.1	-0.7	1.4
Cc1ccc(/C=C/C(=O)Nc2cccc([N+](=O)[O-])c2)o1	0.0	-4.8	-40.6	-0.4

(cont.)
SMILES	FBW7 activator	MITF primary	TEAD-YAP block	GPR151 ag
CCOC(=O)C1=C(CC)OC(N)=C(C#N)C1c1ccc(OC)c(Br)c1 (centres undefined)	-0.2	7.5	1.0	-0.2
O=C(/C=C/c1ccccc1Cl)NC1CCCC1	0.1	2.0	-66.9	1.7
Cc1cccn2c(=O)c3cc(C#N)c(=O)n(-c4ccccc4C(F)(F)F)c3nc12	0.1	-5.7	-8.2	1.1
CCCC(=O)NCC(c1cccs1)S(=O)(=O)c1ccc(Cl)cc1 (centres undefined)	0.0	7.0	3.4	1.1
O=C(NCc1ccccc1)c1csc(NCc2cccnc2)n1	-0.1	-3.5	-9.2	1.2
O=C1N[C@H](Cc2ccc(O)cc2)C(=O)N2CCN(Cc3cnn(-c4cccc(F)c4)c3)C[C@H]12	-0.1	0.8	-7.9	-0.2
O=C1CSC(c2cccc3ccccc23)N1c1ccccc1 (centres undefined)	-0.2	4.5	0.5	1.1
Cc1ccc(S(=O)(=O)CCC(=O)Nc2ccc(Cl)cc2)cc1	-0.1	0.0	-1.0	-0.8
Cc1cccc(NC(=O)N(C)Cc2cccs2)c1	-0.1	-0.6	-14.9	0.9
COc1ccc(C2=CC(c3ccccc3Cl)n3nc(CCCO)nc3N2)cc1 (centres undefined)	0.0	-17.6	-1.6	0.9
COc1cccc(CN2CCOCC2)c1	0.1	-1.6	6.7	-0.1
O=C(COc1ccccc1)OCC(=O)c1ccc[nH]1	0.0	-0.7	0.1	-1.4
COC(=O)C(C)N1C(=O)S/C(=C/c2ccsc2)C1=O (centres undefined)	0.5	2.6	-7.4	0.5
O=C(CCCSc1ccccc1)Nc1nccs1	-0.1	7.6	-6.8	2.2
CCOC(=O)c1ccc(S(=O)(=O)N2CCN(CCC#N)CC2)cc1	0.1	10.3	11.8	0.8
COc1ccccc1C(c1c(NC(=O)c2ccco2)sc(C)c1C)N1CCOCC1 (centres undefined)	0.0	4.7	8.5	1.6
COc1ccc(CCNc2oc(COc3ccccc3OC)nc2C#N)cc1	0.0	11.9	-8.9	-0.3
COc1cc(OC)c(NC(=O)c2sc3nc(C)nc(N4CCN(c5ccccn5)CC4)c3c2C)cc1Cl	0.3	6.0	5.0	0.5
Cc1c(Cl)cn2c(=O)cc(COc3ccccc3C(N)=O)nc2c1Cl	-0.1	-1.4	-6.8	0.8
C=CCNC(=O)CNC(=O)COc1ccccc1	0.0	2.3	-3.2	4.3
CCOc1ccccc1C1C=C(c2ccc(OC)cc2)Nc2ncnn21 (centres undefined)	-0.1	3.9	55.9*	1.0
COC(=O)c1c(NC(=O)c2ccccc2F)sc(C(=O)N2CCCCC2)c1C	0.0	-7.1	-4.4	0.9
CCC(COC)NC(=O)c1ccc(OC2CCN(CCc3ccccc3)CC2)cc1 (centres undefined)	-0.3	5.8	8.4	-1.8
COCCn1c(SCC(=O)c2ccc(Br)cc2)nc2cc(C(=O)OC)ccc2c1=O	-0.1	2.8	6.6	-0.6

Full records as entered above. Values in the order: FBW7 activator	MITF primary	TEAD-YAP block	GPR151 ag
`CCOC(=O)c1ccc(S(=O)(=O)N2CCN(CCC#N)CC2)cc1` as listed: 0.1	10.3	11.8	0.8
`Cc1c(Cl)cn2c(=O)cc(COc3ccccc3C(N)=O)nc2c1Cl` as listed: -0.1	-1.4	-6.8	0.8

Next structures.
SMILES	FBW7 activator	MITF primary	TEAD-YAP block	GPR151 ag
O=C(C1CCOC1)N1CCOc2ccc(CN3CCCC3)cc2C1 (centres undefined)	-0.2	-1.6	17.9	0.8
CCc1ccc(OCC(=O)N(Cc2ccccc2)C2CCS(=O)(=O)C2)cc1 (centres undefined)	0.3	7.5	8.1	-0.4
O=C(c1cc(Cl)ccc1[N+](=O)[O-])N1CCc2ccccc2C1	0.2	1.9	9.0	-0.4
NC(=O)CS(=O)(=O)c1nc2ccccc2n1Cc1cccc(F)c1	-0.1	-19.8	3.3	0.3
CC(=O)N(Cc1cccnc1)c1nc2c(C)cccc2s1	0.7	12.1	3.2	-1.8
Cc1ccc(S(=O)(=O)NC(N)=NCCc2c(C)[nH]c3ccc(C)cc23)cc1	0.1	7.5	-5.7	-0.6
Cc1ccc(OCC(=O)N/N=C/c2ccc([N+](=O)[O-])o2)cc1	0.4	7.2	6.6	-0.9
Cc1cccc2cc(/C=N/n3c(C)nnc3C)c(Cl)nc12	-0.1	-0.2	-0.5	-1.0
O=C(O)[C@H]1CN(C(=O)CCn2cccn2)C[C@@H]1c1ccc(F)cc1	0.0	-1.6	-3.5	-0.1
C/C(=N\Nc1cc(N2CCOCC2)nc(C)n1)c1cccc([N+](=O)[O-])c1	-0.3	9.3	-9.1	5.2*

Bioassay records as filed in PubChem BioAssay.
